GPR7 antagonist – GPR7 receptor antagonists, primary screen, cell-based, fluorescence, single concentration; Neuropeptides B/W receptor type 1 (Homo sapiens), P48145; GPR7-expressing cells, fluorescence antagonist assay; inhibition, % at 4.4 µM; actives 1.1% (n = 290,000); in the data active = inhibition above about 16%, passing the limit was not always enough;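 note: cells stimulated with the agonist NPW; 0% = agonist with vehicle and 100% = vehicle without agonist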
VIM-2 inh – VIM-2 metallo-beta-lactamase inhibitors, primary screen, biochemical, epi-absorbance readout, Pseudomonas aeruginosa enzyme | inhibition, % at 5.6 µM | AID 1527, 2009 | purified VIM-2, nitrocefin hydrolysis, epi-absorbance fluorescence | actives 0.89% (n = 290,000);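 active = inhibition above the mean of all tested compounds plus 3 SD, cutoff set per screening run, cut at about 7.5% in these data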;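 note: red hydrolysis product quenches plate fluorescence so inhibitors raise well fluorescence; 0% = enzyme with DMSO and 100% = DMSO without enzyme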
NS3 helicase inh – inhibitors of HCV NS3 helicase, primary screen, biochemical, Cy5 molecular beacon fluorescence; NS3 helicase DNA unwinding; inhibition, % at 10.9 µM; actives 0.56% (n = 290,000);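 active = inhibition above the mean of all tested compounds plus 3 SD, set per campaign, cut at about 35% in these data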;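 note: 0% = DMSO wells and 100% = thioflavine S control wells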
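Control set: DMSO versus 110 µM thioflavine S; Material: NS3 helicase fragment of HCV; Measured by: Cy5 fluorescence at 0 and 60 min, beacon hairpin quenching; Read-out basis: percent inhibition from t60/t0 fluorescence ratio; Times: reaction time 60 min, 25 °C; Repeats: single replicate; Compound dosing: single dose, 10.9 µM nominal final, DMSO 0.8% final.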
DNA FID counter – compounds displacing fluorescent DNA intercalator, primary screen, artefact control for HCV NS3 helicase inhibitor project, biochemical, FID fluorescence | actives 0.17% (n = 290,000) | inhibition, % at 7.9 µM | DNA fluorescent intercalator displacement | AID 1845, 2009; in the data active = inhibition above about 37%;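 note: 0% = vehicle and 100% = reference compound; higher means more ethidium bromide displaced from hairpin DNA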
OXTR agonist – human OXTR agonists, primary screen, fluorescence, CHO-OTR cells, Fluo-8 calcium; Oxytocin receptor (Homo sapiens), P30559; actives 0.32% (n = 320,000); activation, % at 3 µM; Fluo-8 calcium fluorescence; normalized: DMSO 0%, oxytocin 100%; AID 2435, 2010;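 active = activation above the mean of all tested compounds plus 3 SD, cutoff set per screening run, cut at about 20% in these data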;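 note: peak over basal fluorescence ratio from a 100 s FLIPR kinetic read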
IMP-1 inhibitor – IMP-1 metallo-beta-lactamase inhibitors, primary screen, biochemical, epi-absorbance readout, Pseudomonas aeruginosa enzyme | actives 0.45% (n = 290,000) | metallo-beta-lactamase IMP-1 (Pseudomonas aeruginosa) | purified IMP-1, nitrocefin hydrolysis, epi-absorbance fluorescence | inhibition, % at 5.6 µM;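 active = inhibition above the mean plus 3 SD of all compounds in the same screening run, cut at about 4.5% in these data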;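 note: 0% = IMP-1 with DMSO and 100% = DMSO wells lacking enzyme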
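System: Purified IMP-1 | Read-out basis: Percent enzyme inhibition | Controls: IMP-1 with DMSO as 0%, enzyme-free DMSO as 100% | Replicates: One well per compound | Doses: 5.6 µM nominal single concentration | Detection: Epi-absorbance fluorescence, 480 nm excitation, 530 nm emission | Incubation: 25 °C, 15 min preincubation, 25 min reaction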
V1aR counter – agonists of human V1a receptor, primary screen, counter-screen for OXTR agonist project, fluorescence, CHO-V1R cells; Vasopressin V1a receptor (Homo sapiens), P37288; Fluo-8 calcium fluorescence, agonist mode; 0% DMSO, 100% 3 nM vasopressin; activation, % at 3 µM; actives 0.25% (n = 320,000);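 active = activation above the mean activation of all tested compounds plus 3 SD, per screening run, cut at about 20% in these data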;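 note: signal is peak over basal fluorescence ratio across a 100 second FLIPR read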
Target sequence (P37288 whole entry, looked up): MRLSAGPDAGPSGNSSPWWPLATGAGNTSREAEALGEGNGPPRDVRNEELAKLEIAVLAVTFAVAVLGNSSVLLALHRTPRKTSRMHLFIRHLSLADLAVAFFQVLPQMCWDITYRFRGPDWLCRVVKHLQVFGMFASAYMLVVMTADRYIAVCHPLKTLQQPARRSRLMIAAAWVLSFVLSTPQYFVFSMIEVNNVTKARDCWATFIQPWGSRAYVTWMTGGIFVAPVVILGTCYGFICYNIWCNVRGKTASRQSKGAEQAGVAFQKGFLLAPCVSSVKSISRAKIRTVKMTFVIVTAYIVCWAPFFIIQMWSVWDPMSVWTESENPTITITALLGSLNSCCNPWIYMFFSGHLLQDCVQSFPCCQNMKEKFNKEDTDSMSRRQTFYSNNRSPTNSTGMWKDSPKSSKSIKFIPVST
PHOSPHO1 inh – PubChem AID 1565; Phosphoethanolamine/phosphocholine phosphatase (Homo sapiens), Q8TCT1; recombinant PHOSPHO1, absorbance phosphatase assay; inhibition, % at 13.3 µM; actives 1.1% (n = 290,000); in the data active = inhibition above about 60%
Target sequence (Q8TCT1 whole entry, looked up): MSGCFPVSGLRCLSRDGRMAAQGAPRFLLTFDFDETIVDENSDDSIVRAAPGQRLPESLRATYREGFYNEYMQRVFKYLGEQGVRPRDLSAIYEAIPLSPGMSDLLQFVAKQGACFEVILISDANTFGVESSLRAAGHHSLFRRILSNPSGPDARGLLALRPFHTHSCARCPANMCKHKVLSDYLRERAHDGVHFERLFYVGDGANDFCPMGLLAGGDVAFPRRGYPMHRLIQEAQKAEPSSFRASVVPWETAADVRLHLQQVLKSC
GalR3 antag – GalR3 antagonists in HEK293 cells, primary screen, cell-based, fluorescence readout | inhibition, % at 3 µM | Galanin receptor type 3 (Homo sapiens), O60755 | HEK293 GalR3-CNG cAMP membrane potential fluorescence; galR3 body fused to GalR1 C-terminus | actives 0.44% (n = 360,000);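 active = inhibition above the screen-wide average plus 3 SD, cut at about 13% in these data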;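 note: forskolin and galanin both at EC90 stimulate the cells; cAMP rise reported by CNG channel membrane potential dye signal; 0% = forskolin plus galanin with DMSO and 100% = forskolin alone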
Target sequence (O60755 1-299 limits assumed): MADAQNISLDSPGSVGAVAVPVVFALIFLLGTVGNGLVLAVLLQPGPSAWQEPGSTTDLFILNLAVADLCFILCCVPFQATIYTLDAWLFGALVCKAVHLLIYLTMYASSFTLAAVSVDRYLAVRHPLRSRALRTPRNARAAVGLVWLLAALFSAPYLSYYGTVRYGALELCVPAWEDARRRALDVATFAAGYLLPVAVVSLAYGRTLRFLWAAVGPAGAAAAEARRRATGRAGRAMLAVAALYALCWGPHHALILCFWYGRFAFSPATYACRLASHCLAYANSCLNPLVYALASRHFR
The depositor's hits bear a star; . = no result given; & = joins results of further samples.

The opening 2 records, ahead of the listing:
Results follow in this order: GPR7 antagonist | VIM-2 inh | NS3 helicase inh | DNA FID counter | OXTR agonist | IMP-1 inhibitor | V1aR counter | PHOSPHO1 inh | GalR3 antag
Cc1ccc2c(c1)c1c3n2CCN(C(=O)CCl)C3CCC1 (stereo unspecified)
    23 | -1.9 | 13 | -1 | -0.6 | -3.9 | 0.4 | . | -12
CCOC(=O)c1[nH]c(C)c(C(=O)NCc2ccc(Cl)cc2)c1C
    -4 | -6.2 | 4 | -2 | 1.4 | -2.9 | 0.9 | 2 | -6

The list itself, from the start:
Results follow in this order: GPR7 antagonist | VIM-2 inh | NS3 helicase inh | DNA FID counter | OXTR agonist | IMP-1 inhibitor | V1aR counter | PHOSPHO1 inh | GalR3 antag
Cc1ccc2c(c1)c1c3n2CCN(C(=O)CCl)C3CCC1 (stereo unspecified)
    23 | -1.9 | 13 | -1 | -0.6 | -3.9 | 0.4 | . | -12
CCOC(=O)c1[nH]c(C)c(C(=O)NCc2ccc(Cl)cc2)c1C
    -4 | -6.2 | 4 | -2 | 1.4 | -2.9 | 0.9 | 2 | -6
CC(C)(C)OC(=O)N1CCC(c2c(C(=O)N3CCN(C4CCCCC4)CC3)cnn2-c2ccccc2)CC1
    -6 | -2.4 | -10 | -9 | -0.6 | -2.3 | 0.1 | 28 | -7
C/C(=N\NC(=O)c1nnn(-c2nonc2N)c1CN(C)c1ccccc1)c1ccccc1O
    -11 | -3.0 | -14 | -22 | 2.5 | -1.7 | 4.7 | 28 | 3
Nc1c(C(O)(C(F)(F)F)C(F)(F)F)cc(C(O)(C(F)(F)F)C(F)(F)F)c2ccccc12
    3 | -0.1 | -39 | 14 | 7.8 | -0.7 | 2.0 | 8 | .
COc1ccccc1C1=NC(c2ccc(F)cc2)N=C1C (stereo unspecified)
    -17 | 0.7 | -9 | -20 | -2.2 | -0.6 | -2.2 | 46 | -7
CCOC(=O)/C(N=O)=C(\O)C1CCN(C(=O)OCC)CC1
    4 | -0.7 | 7 | -3 | 3.1 | 0.5 | 1.1 | -4 | -4
CN1CCN(c2nc3c(c(=O)[nH]c(=O)n3C)n2Cc2ccccc2)CC1
    -23 | -0.1 | -1 | -3 | 0.2 | -2.7 | 0.5 | 51 | -3
COc1ccccc1C(=O)Oc1cc(N)n(S(=O)(=O)c2ccccc2)n1
    4 | -5.3 | 4 | -8 | -1.9 | -3.1 | 0.2 | 17 | -1
CCOc1ccc(CN(C(=O)c2oc3cc(C)ccc3c2C)C2CCS(=O)(=O)C2)cc1 (stereo unspecified)
    0 | 2.3 | 2 | -31 | 0.0 | 3.0 | 0.1 | -7 | -3
CCCCN(CCCC)Cc1ccc(C(=O)NNC(=O)Nc2ccc(Cl)cc2)o1
    17 | -1.2 | -14 | 36 | 0.6 | 1.0 | -1.0 | -1 | -6
C=CCn1c(NCc2c[nH]c3ccccc23)nc2ccccc21
    -9 | -1.0 | -4 | 8 | 3.6 | -3.0 | 2.9 | 2 | -4
Cc1csc(NC(=O)c2cc3c(C)nn(Cc4ccccc4Cl)c3s2)n1
    -1 | 3.6 | -78 | -5 | -1.4 | -1.9 | -0.1 | -7 | -5
Cc1nc2ccccn2c1/C(O)=C1\C(=O)C(=O)N(CCN(C)C)C1c1cccnc1 (stereo unspecified)
    -6 | -1.8 | 7 | 4 | -0.4 | -1.9 | 0.2 | -2 | -3
O=C(Nc1nnc(C2CC2)s1)C1CCCCN1S(=O)(=O)c1ccccc1 (stereo unspecified)
    -9 | 0.8 | 3 | -23 | -1.7 | -4.3 | -0.6 | 32 | -7

Ordered by the number under GPR7 antagonist (falling): 6 from the list above
| compound | GPR7 antagonist |
| --- | --- |
| CCCCN(CCCC)Cc1ccc(C(=O)NNC(=O)Nc2ccc(Cl)cc2)o1 | 17 |
| CCOC(=O)/C(N=O)=C(\O)C1CCN(C(=O)OCC)CC1 | 4 |
| Nc1c(C(O)(C(F)(F)F)C(F)(F)F)cc(C(O)(C(F)(F)F)C(F)(F)F)c2ccccc12 | 3 |
| CCOc1ccc(CN(C(=O)c2oc3cc(C)ccc3c2C)C2CCS(=O)(=O)C2)cc1 (stereo unspecified) | 0 |
| COc1ccccc1C1=NC(c2ccc(F)cc2)N=C1C (stereo unspecified) | -17 |
| CN1CCN(c2nc3c(c(=O)[nH]c(=O)n3C)n2Cc2ccccc2)CC1 | -23 |

Other records
Results follow in this order: GPR7 antagonist | VIM-2 inh | NS3 helicase inh | DNA FID counter | OXTR agonist | IMP-1 inhibitor | V1aR counter | PHOSPHO1 inh | GalR3 antag
CCN1C(=O)c2cccc3c(NC(=O)c4ccc(S(=O)(=O)N(C)C)cc4)ccc1c23
    -1 | -2.5 | 3 | -20 | 0.8 | -2.9 | 1.3 | -1 | -2
CCOc1ccc2nc(N(CCN(C)C)C(=O)/C=C/c3cccs3)sc2c1
    1 | 0.5 | -82 | 13 | 2.1 | -0.4 | 1.7 | 30 | .
Cc1ccc(NC(=O)c2cc(S(=O)(=O)N3CCCCC3)ccc2N2CCOCC2)cc1F
    -2 | -0.6 | -2 | -1 | -2.0 | -1.9 | -0.6 | -2 | -2
Cc1ncc(S(=O)(=O)c2ccccc2)c(-c2ccccc2)n1
    5 | -2.8 | -2 | -4 | 0.0 | 0.6 | 1.3 | 6 | 0
CC(C)CCNC(=O)c1ccc(NC(=O)C2=CSCCO2)cc1
    -7 | -3.2 | -3 | -22 | 1.6 | -2.9 | 1.5 | 32 | 1
CCC(C)N1C(=O)S/C(=C/c2ccc(N3CCOCC3)cc2C)C1=O (stereo unspecified)
    -6 | -4.3 | 9 | -10 | -0.1 | -0.5 | -0.1 | -3 | -5
CCNC(=O)C1CC(=O)N(c2ccc(OCC)cc2)C1 (stereo unspecified)
    2 | -3.4 | 3 | -1 | 0.9 | -2.0 | 0.8 | 1 | -2
CCCN(CC1CC1)C(=O)COC(=O)c1[nH]c(C)c(C(=O)OCC)c1C
    0 | -0.9 | -4 | -32 | 1.8 | 1.0 | 0.0 | -19 | -6
CN(C)C(CNc1ncnc2sc3c(c12)CCCC3)c1ccco1 (stereo unspecified)
    -1 | 0.6 | 7 | 6 | -1.8 | -3.2 | -0.2 | -18 | -6
CC(C)c1ccc(N(C(=O)c2ccco2)C(C(=O)NC2CCCC2)c2ccncc2)cc1 (stereo unspecified)
    8 | -2.5 | -4 | -37 | -0.8 | -1.1 | -0.9 | 28 | -9
COc1ccc(-c2noc(CSc3nnc(-c4ccccc4)n3C)n2)cc1
    -16 | -0.1 | -2 | -25 | 7.1 | 1.2 | 5.0 | 3 | .
Cc1ccc(C(=O)OCC(=O)N(CC(C)C)c2c(N)n(Cc3ccccc3)c(=O)[nH]c2=O)s1
    9 | -2.0 | -2 | -27 | 0.4 | -4.0 | 0.6 | 38 | 1
CCOc1ccc2[nH]cc(C(=O)N3CCN(CC)CC3)c(=O)c2c1
    -6 | -0.1 | -4 | 1 | -2.0 | 4.0 | -0.1 | 27 | 0
Cn1nnnc1SCC(=O)Nc1cc(C(=O)O)cc(C(=O)O)c1
    -6 | -3.3 | -6 | 3 | 0.7 | -0.2 | -0.1 | 3 | -5
O=C(CCCC(=O)c1ccccc1)NCCc1ccccc1F
    -6 | -4.1 | -12 | -19 | -1.3 | -2.4 | -0.4 | . | -2
COc1ccc(Cl)cc1Nc1ncnc2sc(C)c(S(=O)(=O)N3CCC(C)CC3)c12
    -5 | -3.8 | -17 | -2 | -0.2 | -1.2 | 0.4 | 5 | -4
COc1ccccc1NC(=O)c1ccc(NS(C)(=O)=O)cc1
    -9 | -1.4 | 7 | 6 | 1.1 | -3.4 | 0.1 | 41 | -9
CC(=O)N1CCN(C(=O)CSc2nc3c(cnn3-c3ccccc3)c(=O)[nH]2)CC1
    4 | 4.2 | 1 | -10 | 0.8 | -1.3 | 0.2 | 8 | -3
Cc1ccccc1NC(=O)Cn1c(C)nc2ccc(N)cc2c1=O
    -8 | -2.9 | 6 | 4 | 0.0 | -1.3 | 0.5 | 23 | 0
Cc1cc(C)c(C#N)c(Nc2ccccc2)n1
    -13 | -2.0 | -3 | -1 | -2.4 | -3.4 | -1.0 | -4 | -4
O=C(NC1(C(F)(F)F)NC(=O)N(Cc2cccnc2)C1=O)c1ccncc1 (stereo unspecified)
    -11 | -6.3 | 3 | 0 | 0.0 | -2.5 | 0.5 | 9 | -2
O=C(Cn1c(CN2CCCCC2)nc2ccccc2c1=O)Nc1ccccc1
    -6 | -1.4 | 4 | 6 | -0.9 | -4.3 | -0.1 | 15 | -6
COc1ccc(-c2c(-c3ccc(OC)c(C)c3O)n[nH]c2C)cc1
    -16 | -1.2 | -16 | -1 | 0.5 | -0.1 | 1.2 | 49 | -8
CNC(=O)Oc1ccc2c(c1)[C@]1(C)CCN(C)[C@@H]1N2C
    0&-7 | -0.2&-1.1 | 1&-13 | 3&-1 | -0.4&0.1 | -2.9&-2.7 | 0.7&1.0 | -1&31 | -4&1
CC1=C(C(=O)Nc2ccc(Cl)cc2)C(c2ccco2)NC(=O)N1 (stereo unspecified)
    17 | -2.1 | 6 | -4 | 0.8 | -2.4 | -0.8 | -23 | -4
Cc1cccc(-c2nc(CN3CCCC(C(=O)NC4CCC(C)CC4)C3)c(C)o2)c1 (stereo unspecified)
    -14 | -0.5 | -23 | -1 | 3.2 | -3.4 | 5.1 | 12 | 2
CC(=O)c1cc(NC(=O)c2ccccc2)c(=O)oc1C
    -19 | -3.6 | 3 | -1 | 0.1 | -3.2 | 0.4 | 16 | -5
Cc1cc(OCc2ccc(C(=O)n3cccn3)o2)ccc1Cl
    9 | -2.5 | 6 | 0 | 2.0 | -1.6 | 1.2 | -8 | -6
COc1cccc(CN2C(=O)Nc3ccccc3C(=O)N2C(C)(C)C)c1
    -8 | -4.5 | 3 | -15 | -1.9 | -3.2 | -0.5 | 19 | -4
COC(=O)C1(CC2CC(c3cccc(Br)c3)=NO2)CCN(C(=O)OC(C)(C)C)CC1 (stereo unspecified)
    6 | -1.6 | -8 | -49 | -1.6 | -3.5 | 3.4 | 36 | 2
N#Cc1ccc(OCC(=O)n2cc(C(=O)c3cc(Cl)cc(Cl)c3O)cn2)cc1
    -3 | -4.8 | 11 | 0 | 5.7 | -4.5 | 2.0 | 20 | .
CC(C)(CO)NC(=O)Nc1ccc(Cl)c(Cl)c1
    26* | -2.1 | -8 | 8 | 3.3 | -1.2 | 4.6 | -11 | -1

Compound activity (PubChem)
